Screens deposited in PubChem by several laboratories.
ANO1 block: TMEM16A chloride channel inhibitors, primary screen, cell-based, HTS; HEK293 TMEM16A/YFP iodide influx fluorescence, ionomycin; normalized B-score (activity score, 25-100; higher = stronger inhibition) at 10 µM; 1.2% of 310,000 active;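 active = ratio plate-corrected score three or more library SD toward inhibition, starting fluorescence score within five deviations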;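 also: score derived from kinetic fluorescence span divided by baseline fluorescence per well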
KCNQ1 block: inhibitors of human KCNQ1 channel, primary screen, cell-based, thallium flux, high-throughput; Potassium voltage-gated channel subfamily KQT member 1 (Homo sapiens), P51787; CHO-K1 KCNQ1, FluxOR thallium flux fluorescence; hits give high values; B-score at 10 µM; 1.3% of 310,000 active;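 active = compounds whose thallium flux B-score, printed positive for inhibition, exceeds three library SD while starting fluorescence stays within three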;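 also: channel opened by potassium depolarization with thallium stimulus after 20 min compound exposure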
Target sequence (P51787 whole entry, looked up): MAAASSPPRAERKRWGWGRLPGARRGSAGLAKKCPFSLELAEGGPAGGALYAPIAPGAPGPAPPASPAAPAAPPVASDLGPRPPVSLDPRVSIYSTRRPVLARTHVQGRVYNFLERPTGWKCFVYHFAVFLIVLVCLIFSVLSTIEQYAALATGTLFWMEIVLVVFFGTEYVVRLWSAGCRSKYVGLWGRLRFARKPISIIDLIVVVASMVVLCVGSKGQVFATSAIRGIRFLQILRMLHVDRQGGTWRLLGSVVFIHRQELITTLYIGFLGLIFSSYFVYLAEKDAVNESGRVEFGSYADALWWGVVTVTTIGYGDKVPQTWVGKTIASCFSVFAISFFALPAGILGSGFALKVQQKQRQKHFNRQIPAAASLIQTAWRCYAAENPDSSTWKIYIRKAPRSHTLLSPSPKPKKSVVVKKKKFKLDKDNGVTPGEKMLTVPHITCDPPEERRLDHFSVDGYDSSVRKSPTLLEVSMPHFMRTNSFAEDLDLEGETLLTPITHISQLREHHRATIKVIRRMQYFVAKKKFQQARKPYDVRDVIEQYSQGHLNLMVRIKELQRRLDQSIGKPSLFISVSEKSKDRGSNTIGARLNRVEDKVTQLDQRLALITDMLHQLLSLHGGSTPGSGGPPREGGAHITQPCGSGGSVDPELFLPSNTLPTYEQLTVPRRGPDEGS
TRPC4 act: activators of mouse TRPC4 channel, primary screen, Fluo4 calcium, HEK293 TRPC4beta/mu-opioid cells; Fluo4 calcium fluorescence; hits give high values; B-score at 10 µM; 0.49% of 310,000 active;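 active = B-score above 5 SD of library B-scores, and initial fluorescence ratio not above library mean plus 5 SD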;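 also: positive B-score marks a calcium rise read as TRPC4 activation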
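Assay system: HEK293 stable line with TRPC4beta plus mu-opioid receptor. Times: dye 45 min RT, read 110 s. Measured by: kinetic Fluo4 calcium fluorescence. Measure: B score of integrated ratio. Controls: assay buffer as low control, maximal DAMGO as high control.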
KCNK3 inh: human KCNK3 channel inhibitors, primary screen, CHO cells, FluxOR thallium flux, B-score; FluxOR fluorescence; hits give low values; B-score at 10 µM; 0.84% of 340,000 active; AID 602410, 2012;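 active = B-score under library mean minus 4 SD, starting fluorescence ratio at most library mean plus 5 SD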;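 also: more negative B-score means stronger inhibition of thallium flux through KCNK3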
Target sequence (O14649 whole entry, looked up): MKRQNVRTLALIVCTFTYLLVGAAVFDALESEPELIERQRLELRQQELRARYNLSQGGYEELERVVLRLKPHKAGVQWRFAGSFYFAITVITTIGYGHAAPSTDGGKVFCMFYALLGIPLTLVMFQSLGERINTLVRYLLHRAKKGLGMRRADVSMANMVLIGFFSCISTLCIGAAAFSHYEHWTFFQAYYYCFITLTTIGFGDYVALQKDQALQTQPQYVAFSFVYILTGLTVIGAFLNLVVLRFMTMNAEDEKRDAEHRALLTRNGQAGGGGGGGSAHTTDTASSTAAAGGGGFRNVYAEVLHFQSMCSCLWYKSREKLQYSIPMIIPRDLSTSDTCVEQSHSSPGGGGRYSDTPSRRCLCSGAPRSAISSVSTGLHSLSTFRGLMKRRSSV
hERG rescue: hERG rescue from dofetilide block, primary screen, cell-based, CHO-hERG, FluxOR thallium flux, dofetilide IC70; Voltage-gated inwardly rectifying potassium channel KCNH2 (Homo sapiens), Q12809; dofetilide IC70 present; activation (rescue from dofetilide block), less the hit threshold, % at 10 µM; 0.51% of 310,000 active;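 active = activation above the mean of controls blocked by dofetilide plus 5 SD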;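 also: thallium influx through hERG after potassium depolarization seen as dye fluorescence rise; in these data hits start at about 4.7%; inactives centre near -7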
TMEM16A act: TMEM16A chloride channel activators or potentiators, primary screen, cell-based, HTS. Anoctamin-1 (Mus musculus), Q8BHY3. HEK293 TMEM16A/YFP-H148Q/I152L, iodide quench fluorescence; hits give low values. B-score at 10 µM. 0.3% of 340,000 active;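 active = fluorescence-ratio B-score plate-corrected deviation score at least 3 library SD below zero, with starting fluorescence score within 5 deviations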;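 also: channel opened by trigger with iodide after compound preincubation; score built on the fluorescence ratio of max minus min over baseline; more negative score means more quench and so TMEM16A activation or potentiation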
KCNQ1 act: potentiators or activators of KCNQ1 channel, primary screen, cell-based, thallium flux, high-throughput; Potassium voltage-gated channel subfamily KQT member 1 (Homo sapiens), P51787; CHO-K1 KCNQ1, thallium flux FluxOR fluorescence; hits give high values; B-score at 10 µM; 0.35% of 310,000 active; AID 2648, 2010;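 active = fluorescence ratio B-score, a plate-corrected score, at least three library SD, with initial intensity B-score within 5 SD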
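Schedule – 37 °C overnight plating, 90-min dark dye load, 20-min compound pretreatment · System – stable KCNQ1 CHO-K1 line · Probe or stimulus – thallium- and potassium-containing depolarizing buffer · Measured by – kinetic FluxOR fluorescence, 10 s baseline plus 110 s post-stimulus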
TRPC4 PAM: positive allosteric modulators of TRPC4, primary screen, cell-based, mouse TRPC4beta, HEK293 mu-opioid, Fluo-4 calcium. DAMGO EC20, Fluo-4 Ca2+ flux; hits give high values. AID 2227, 2009. B-score at 10 µM. 0.42% of 310,000 active. Short transient receptor potential channel 4 (Mus musculus), Q9QUQ5;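 active = B-score of calcium response area above 5 SD of library B-scores, with initial fluorescence ratio within 5 SD of library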;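 also: B-score of integrated fluorescence ratio over time as area under calcium response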
Dyrk1A ADPGlo: rat Dyrk1A kinase inhibitors, primary screen, biochemical, single point, plate reader; inhibition, % at 12.5 µM; ADP-Glo luminescence, NFATc1 peptide; 0.43% of 310,000 active; in the data active = inhibition above about 50%;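 also: plate controls were vehicle with enzyme for no effect and no enzyme for full effect; many of its hits are not listed in these tables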
HDAC3 inh: HDAC3 deacetylase inhibitors, primary screen, biochemical, fluorescence, cell-free homogeneous | recombinant HDAC3, fluorogenic peptide/trypsin coupled | 0.15% of 320,000 active | inhibition, % at 8.3 µM | Histone deacetylase 3 (Homo sapiens), O15379; in the data active = inhibition above about 26%, passing the limit was not always enough
KCNK9 block: KCNK9 potassium channel inhibitors, primary screen, HEK293 cells, thallium flux; Potassium channel subfamily K member 9 (Homo sapiens), Q9NPC2; FluxOR thallium flux fluorescence; hits give low values; B-score at 10 µM; 1.2% of 310,000 active; AID 488922, 2010;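 active = ratio B-score over 3 SD below the library mean, with starting fluorescence within 5 SD of its mean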;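 also: negative B-score means less thallium flux so channel inhibition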
An asterisk follows results filed as active; i = inactive; nt = not tested or not shown.

SMILES | ANO1 block | KCNQ1 block | TRPC4 act | KCNK3 inh | hERG rescue | TMEM16A act | KCNQ1 act | TRPC4 PAM | Dyrk1A ADPGlo | HDAC3 inh | KCNK9 block
CCOc1ccc(NC(=O)CSc2nnc(C(C)C)n2CC)cc1 | i | i | i | i | -5 | i | i | i | -5 | -5 | i
Cc1ccc(S(=O)(=O)N(C)CCCC(=O)N2CCOCC2)cc1 | i | i | i | i | -3 | i | i | i | 7 | -5 | i
Cc1cn2c(nc(=O)c3cccnc32)s1 | i | i | i | i | -7 | i | i | i | 7 | -10 | i
CCOC(=O)Cc1[nH]nc2c1C(c1cccc(OC)c1OC)C(C#N)=C(N)O2 (centres undefined) | i | i | i | i | -3 | i | i | i | 1 | 1 | i
O=C(Nc1ccc(OC(F)F)cc1)Nc1cccc(C(F)(F)F)c1 | i | i | i | i | -19 | i | i | i | -1 | 19 | i
CCN1CCN(CCCNC(=O)CNC(=O)c2nn(-c3ccc(OC)cc3OC)c(=O)c3ccccc23)CC1 | i | i | i | i | -5 | i | i | i | -4 | 1 | i
CC(C)(C)c1ccc(NC(=O)COc2ccc(-n3ccnc3)cc2)cc1 | 100* | 7* | i | i | -17 | i | i | i | -2 | 1 | i
Cc1nn(C(=O)c2nn(C)cc2[N+](=O)[O-])c(C)c1Br | i | i | i | i | -10 | i | i | i | 7 | -12 | i
COc1ccc(CCNC(=O)c2cc(-c3ccccc3O)n[nH]2)cc1OC | i | i | i | i | -7 | i | i | i | -6 | 0 | i
CCn1c(Oc2ccccc2)nc2c1c(=O)n(C)c(=O)n2C | i | i | i | i | 1 | i | i | i | -7 | -3 | i
CCN(CC)CCN(C(=O)CCS(=O)(=O)c1ccccc1)c1nc2cc3c(cc2s1)OCO3 | i | i | i | i | -5 | i | i | i | -4 | 8 | i
Cc1ccc(C(=O)N2CCCC(N3CCN(c4ccccc4C)CC3)C2)c(=O)[nH]1 (centres undefined) | i | i | i | i | -6 | i | i | i | -2 | -5 | i
CC(=O)Nc1ccc(SCC(=O)Nc2cc(C(C)(C)C)nn2-c2ccccc2)cc1 | i | i | i | i | -4 | i | i | i | 3 | -3 | i
O=C(NCCCN1CCCCC1)c1ccc2c(c1)NC(=O)c1ccccc1S2 | i | i | i | i | -7 | i | i | i | 4 | -3 | i
Cc1ccc(C)c(OCCn2cc(/C=C(/C#N)C(=O)NCC3CCCO3)c3ccccc32)c1 (centres undefined) | i | i | i | i | -5 | i | i | i | -1 | 6 | i
O=C(CN(Cc1ccco1)S(=O)(=O)c1ccccc1)N/N=C/c1cccc(O)c1 | i | i | i | i | -11 | i | i | i | -5 | 1 | i
O=C(COc1ccc(Br)cc1)Nc1ccccc1N1CCCC1 | i | i | i | i | -8 | i | i | i | nt | -3 | i
Fc1ccc(C(c2nnnn2Cc2cccs2)N2CCN(C3CCCC3)CC2)cc1 (centres undefined) | i | i | i | i | -12 | i | i | i | -1 | 2 | i
CCCCNC(=O)CNC(=S)N(CCCN1CCOCC1)Cc1cccs1 | i | i | i | i | -8 | i | i | i | -7 | -5 | i
Cn1nc(C(=O)NCc2ccccc2)c2c1-c1ccccc1S(=O)(=O)C2 | i | i | i | i | -8 | i | i | i | nt | -2 | i
CCN(C(C)=O)c1nnc(CSc2nc3ccccc3s2)s1 | nt | i | i | i | -10 | i | i | i | -1 | nt | i
CCOc1ccc(C(=O)Nc2ccccc2NC(C)=O)cc1OCC | i | i | i | i | -5 | i | i | i | -1 | -2 | i
COc1ccc(OC)c(/C=C2\S/C(=N/NC(=O)c3ccc4ccccc4c3)NC2=O)c1 | i | i | i | i | -7 | i | i | i | 3 | 1 | i
CC(C)C(NC(=O)c1ccccc1Br)c1ccccc1 (centres undefined) | i | i | i | i | -2 | i | i | i | -3 | -7 | i
CCOC(=O)CSc1nnc(-c2ccccc2)o1 | i | i | i | i | 1 | i | i | i | 5 | 2 | i
Cc1ccc(-c2csc(NC(=O)C3CSC4(C)CCC(=O)N34)n2)cc1 (centres undefined) | i | i | i | i | -6 | i | i | i | 2 | 1 | i
CC(C)Cc1[nH]c(=O)c(C#N)c2c1COC(C)(C)C2 | i | i | i | i | -5 | i | i | i | 2 | -7 | i
O=C(CN1CCN(c2ccccc2F)CC1)NC(=O)NCc1ccco1 | i | i | i | i | -14 | i | i | i | 10 | -4 | i
Nc1nc(SCC(=O)N2N=C3/C(=C/c4ccco4)CCCC3C2c2ccco2)n[nH]1 (centres undefined) | i | i | i | i | -11 | i | i | i | 3 | 9 | i
CN(C(=O)C1CCN(S(=O)(=O)c2cccs2)CC1)C1CCCCC1 | i | i | i | i | 0 | i | i | i | 0 | -1 | i
O=C(c1cc(Br)c(Br)s1)N1CCN(c2ccccn2)CC1 | i | i | i | i | -9 | i | i | i | 1 | -5 | i
CN1CCN(C(=O)c2cc3sccc3n2CC(=O)c2ccccc2)CC1 | i | i | i | i | -7 | i | i | i | 0 | -6 | i
CCn1c(CSc2nc3ccccc3[nH]2)nc2cc(C(=O)O)ccc21 | i | i | i | i | -14 | i | i | i | 2 | 4 | i
COc1ccc(NC(=O)Cc2ccc(Cl)cc2Cl)cn1 | i | i | i | i | -8 | i | i | i | -1 | -2 | i
CC(C(=O)O)n1nc2ccccc2n1 (centres undefined) | i | i | i | i | -4 | i | i | i | -7 | -6 | i
CCn1nnnc1NC(=O)c1cccc(OC)c1 | i | i | i | i | -11 | i | i | i | -6 | -4 | i
CCCCCCCCN1[C@@H](CC(=O)OCC)c2ccc(C(F)(F)F)cc2S1(=O)=O | i | 6* | i | i | -2 | i | i | i | -1 | 6 | i
COCc1c(C(=O)OCC(=O)NCCN2C(=O)CSC2=O)oc2ccccc12 | i | i | i | i | -10 | i | i | i | -2 | -9 | i
Cc1c(Cl)c(=O)oc2cc(OC(C)C)ccc12 | i | i | i | i | -5 | i | i | i | 2 | -157 | i
Cc1ccc(NCc2n[nH]c(=S)n2-c2ccccc2)cc1Cl | i | i | i | i | -15 | i | i | i | -7 | 3 | i
Cc1cccc(OCC(=O)NCCCNC(=O)c2ccncc2)c1 | i | i | i | i | -10 | i | i | i | -2 | -2 | i
CC(=O)Nc1cccc(NC(=O)CCCC2CCCCC2)c1 | i | i | i | i | -3 | i | i | i | 1 | -1 | i
COC(=O)c1cccc(NC(=O)c2cnn(C)c2)c1 | i | i | i | i | -10 | i | i | i | 3 | 0 | i
CCn1ncc(Br)c1C(=O)Nc1cccc(C(C)=O)c1 | i | i | i | i | -4 | i | i | i | 6 | 13 | i
CN(C(=O)COC(=O)c1cc[n+]([O-])cc1)c1ccccc1 | i | i | i | i | -14 | i | i | i | -8 | 4 | i

Among those listed so far, 2 contain a CF3 group:
SMILES | ANO1 block | KCNQ1 block | TRPC4 act | KCNK3 inh | hERG rescue | TMEM16A act | KCNQ1 act | TRPC4 PAM | Dyrk1A ADPGlo | HDAC3 inh | KCNK9 block
O=C(Nc1ccc(OC(F)F)cc1)Nc1cccc(C(F)(F)F)c1 | i | i | i | i | -19 | i | i | i | -1 | 19 | i
CCCCCCCCN1[C@@H](CC(=O)OCC)c2ccc(C(F)(F)F)cc2S1(=O)=O | i | 6* | i | i | -2 | i | i | i | -1 | 6 | i

Profiles, quoted from the list. Screens in order: ANO1 block, KCNQ1 block, TRPC4 act, KCNK3 inh, hERG rescue, TMEM16A act, KCNQ1 act, TRPC4 PAM, Dyrk1A ADPGlo, HDAC3 inh, KCNK9 block
`CC(C)C(NC(=O)c1ccccc1Br)c1ccccc1` (centres undefined) reads i, i, i, i, -2, i, i, i, -3, -7, i
`CCN(CC)CCN(C(=O)CCS(=O)(=O)c1ccccc1)c1nc2cc3c(cc2s1)OCO3` reads i, i, i, i, -5, i, i, i, -4, 8, i

Next part:
SMILES | ANO1 block | KCNQ1 block | TRPC4 act | KCNK3 inh | hERG rescue | TMEM16A act | KCNQ1 act | TRPC4 PAM | Dyrk1A ADPGlo | HDAC3 inh | KCNK9 block
COc1cc(NC(=O)C2CCCN(c3ncccn3)C2)cc(OC)c1 (centres undefined) | i | i | i | i | -5 | i | i | i | 3 | -2 | i
O=C(NCCc1ccccc1)C(=S)N1CCCCC1 | i | i | i | i | -11 | i | i | i | -4 | 0 | i
Cc1ccc(NC(=O)CS(=O)CC(=O)NC23CC4CC(CC(C4)C2)C3)cc1 (centres undefined) | i | i | i | i | -5 | i | i | i | 7 | -4 | i
CN(C)CCn1cnc2c1c(=O)n(C)c(=O)n2C | i | i | i | i | -10 | i | i | i | -5 | -5 | i
CCC(C)NC(=O)CS(=O)Cc1nc(-c2cccc(OC)c2)oc1C (centres undefined) | i | i | i | i | -11 | i | i | i | -3 | 1 | i
CC(=O)c1c(C)[nH]c(C(=O)NCc2ccccc2Cl)c1C | i | i | i | i | -18 | i | i | i | -9 | -1 | i
CCOc1ccc(Cn2c(=O)sc3ccccc32)cc1 | i | i | i | i | -11 | i | i | i | 7 | 5 | i
COc1ccc(CCNC(=O)CCCCCN2C(=O)c3ccccc3C2=O)cc1OC | i | i | i | i | -8 | i | i | i | 1 | -5 | i
CCCCOc1ccc(C(=O)OCC(=O)NC2CCCC2)cc1 | i | i | i | i | -11 | i | i | i | 0 | 13 | i
Cc1cc(C(=O)N2CCN(C(c3ccccc3)c3ccccc3)CC2)no1 | i | i | i | i | -8 | i | i | i | 4 | 3 | i
Cc1cc(C(=O)NNC(=O)c2ccc(Cl)cc2)no1 | i | i | i | i | -3 | i | i | i | 8 | 2 | i
CNC(=S)NCCc1ccccc1 | i | i | i | i | -7 | i | i | i | -1 | -11 | i
CC(=O)N(Cc1cc(=O)[nH]c2ccccc12)c1cccc(C)c1 | i | i | i | i | -5 | i | i | i | -3 | -5 | i
O=C(CNCc1ccc(Cl)cc1)Nc1ccc(C(=O)N2CCCCC2)cc1 | i | i | i | i | -8 | i | i | i | -3 | -4 | i
CC(Oc1ccccc1)C(=O)N1CCc2ccccc2C1 (centres undefined) | i | i | i | i | -3 | i | i | i | nt | 1 | i
CCCn1c(/C=C/c2ccccc2)nc2ccccc21 | i | i | i | i | -13 | i | i | i | 4 | -10 | i
O=C(CNS(=O)(=O)c1ccccc1)OCC(=O)c1ccc(F)cc1 | i | i | i | i | -12 | i | i | i | 3 | 5 | i

A portion of the library; count on the stated rates, not on these rows.
